# CCR6 antagonist = CCR6 receptor antagonists, primary screen, cell-based, CHO-K1, luminescence, beta-arrestin, uHTS; C-C chemokine receptor type 6 (Homo sapiens), P51684; hit rate 0.49% among 340,000; inhibition, % at 20 µM; CHO-K1 CCR6 PathHunter beta-arrestin, CCL20-stimulated;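 active = compounds whose inhibition of the agonist-driven luminescence signal at 20 µM reaches about 50%, limit read from the data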;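 note: cells stimulated with CCL20 at 14 nM final; plate controls were DMSO with CCL20 for no effect and DMSO without agonist for full effect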
# Target sequence (P51684 whole entry, looked up): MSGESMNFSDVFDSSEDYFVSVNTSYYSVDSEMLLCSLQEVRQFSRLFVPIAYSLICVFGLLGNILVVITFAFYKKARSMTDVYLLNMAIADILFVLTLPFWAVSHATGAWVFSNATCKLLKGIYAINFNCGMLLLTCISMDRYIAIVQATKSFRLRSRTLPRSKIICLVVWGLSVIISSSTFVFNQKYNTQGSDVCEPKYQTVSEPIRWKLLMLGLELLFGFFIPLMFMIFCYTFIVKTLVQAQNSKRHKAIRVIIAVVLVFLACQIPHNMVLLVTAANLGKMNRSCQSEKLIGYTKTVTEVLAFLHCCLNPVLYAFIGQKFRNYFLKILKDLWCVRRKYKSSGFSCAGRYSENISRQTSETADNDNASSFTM
# A3G deaminase = APOBEC3G DNA deaminase inhibitors, primary screen, biochemical, fluorescence, single-stranded DNA substrate, uHTS. recombinant A3G, ssDNA deamination FAM/TAMRA fluorescence. DNA dC->dU-editing enzyme APOBEC-3G (Homo sapiens), Q9HC16. AID 493012, 2011. hit rate 0.28% among 330,000. inhibition, % at 20 µM;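 active = inhibition of at least 40% at 20 µM, with no more than 30% in the related APOBEC3A deaminase screen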;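 note: plate controls were DMSO wells with A3G for no effect and wells lacking A3G enzyme for full effect; some compounds called inactive have numbers as strong as hits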
# Gli-Sufu antag = Gli-Sufu pathway antagonists, primary screen, luciferase luminescence, Sufu-KO-LIGHT cells, uHTS. inhibition, % at 5 µM. Sufu-KO-LIGHT fibroblasts, Gli luciferase reporter luminescence. hit rate 0.74% among 340,000;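 active = inhibition above about 55%, limit read from the data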;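 note: 0% = DMSO-treated cells and 100% = wells with medium but no cells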
# EBI2 block = EBI2 receptor antagonists, beta-arrestin recruitment, primary screen, cell-based, luminescence, 7a,25-OHC stimulation, uHTS; 7a,25-OHC stimulated; inhibition, % at 5 µM; hit rate 0.81% among 360,000; AID 651636, 2012; in the data active = inhibition above about 38%;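 note: enzyme fragment complementation signal reports receptor beta-arrestin coupling in cells; 0% = agonist plus DMSO wells and 100% = wells without agonist; some results beyond the cut were filed as inactive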
# Target sequence (P32249 whole entry, looked up, the tested form may be a part): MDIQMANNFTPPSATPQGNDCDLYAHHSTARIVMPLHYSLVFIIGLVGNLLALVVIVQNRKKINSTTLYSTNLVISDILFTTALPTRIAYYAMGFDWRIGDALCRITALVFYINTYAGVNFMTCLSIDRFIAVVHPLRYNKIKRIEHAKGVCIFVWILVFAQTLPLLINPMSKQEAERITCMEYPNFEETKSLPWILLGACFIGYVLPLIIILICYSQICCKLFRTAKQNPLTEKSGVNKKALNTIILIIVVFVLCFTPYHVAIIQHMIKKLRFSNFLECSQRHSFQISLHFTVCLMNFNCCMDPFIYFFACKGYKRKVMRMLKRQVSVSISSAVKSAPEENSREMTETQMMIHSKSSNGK
# CXCR6 block = CXCR6 receptor inhibitors, primary screen, cell-based, beta-arrestin, luminescence, CHO-K1 PathHunter, 1536-well | C-X-C chemokine receptor type 6 (Homo sapiens), O00574 | AID 602244, 2012 | inhibition, % at 20 µM | hit rate 0.36% among 360,000; in the data active = inhibition above about 34%, passing the limit was not always enough;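 note: antagonist mode with CXCL16 agonist at 10 nM final; 0% = 10 nM CXCL16 with DMSO and 100% = unstimulated wells without agonist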
# Target sequence (O00574 whole entry, looked up): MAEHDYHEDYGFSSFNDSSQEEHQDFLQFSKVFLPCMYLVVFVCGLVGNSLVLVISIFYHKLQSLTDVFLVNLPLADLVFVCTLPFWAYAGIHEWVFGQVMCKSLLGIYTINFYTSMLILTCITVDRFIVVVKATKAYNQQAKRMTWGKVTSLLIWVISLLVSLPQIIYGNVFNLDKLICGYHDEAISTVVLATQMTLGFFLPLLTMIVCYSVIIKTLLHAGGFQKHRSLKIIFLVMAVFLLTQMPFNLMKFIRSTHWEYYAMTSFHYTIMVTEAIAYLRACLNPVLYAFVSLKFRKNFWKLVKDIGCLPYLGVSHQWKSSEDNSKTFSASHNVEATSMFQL
# NR3A LBD binder = binders of NR3A ligand-binding domain, primary screen, biophysical, differential scanning fluorimetry, uHTS | Glutamate receptor ionotropic, NMDA 3A (GRIN3A) ligand-binding domain | hit rate 2.5% among 340,000 | NR3A LBD differential scanning fluorimetry, Tm shift; 0% = protein alone, 100% = glycine-bound protein | AID 1259313, 2017 | Tm shift relative to glycine control, % at 25 µM;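 active = melting temperature shift of at least 10% of the positive control shift, at one fixed dose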
# MPTP block = mitochondrial permeability transition pore inhibitors, primary screen, biochemical, isolated mouse mitochondria, absorbance; hit rate 1.4% among 360,000; Ca2+ swelling absorbance, 30 min; AID 602449, 2012; inhibition, % at 10 µM;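 active = inhibition of 50% or more, scaled per plate between neutral and stimulator controls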;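 note: 0% = DMSO wells given calcium and 100% = 1 mM EGTA wells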
# A3A deaminase = APOBEC3A ssDNA deaminase inhibitors, primary screen, selectivity assay for APOBEC3G inhibitor project, biochemical, FAM/TAMRA oligo cleavage fluorescence | inhibition, % at 20 µM | recombinant A3A, FAM/TAMRA ssDNA deamination fluorescence | hit rate 0.41% among 330,000;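 active = at least 40% inhibition at 20 µM here, with at most 30% in a related deaminase screen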;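 note: plate controls were A3A with DMSO for no effect and wells lacking A3A enzyme for full effect; some results filed as inactive read as strong as hits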
# The depositor's hits bear a star; / = not tested or not shown. Hits appear at their usual frequency (roughly 5.8% active in at least one column).
SMILES,CCR6 antagonist,A3G deaminase,Gli-Sufu antag,EBI2 block,CXCR6 block,NR3A LBD binder,MPTP block,A3A deaminase
CCN(C(=O)COC(=O)c1nn(-c2ccccc2)c(=O)c2ccccc12)C1CCS(=O)(=O)C1 (centres undefined),2,-4,5,-5,6,1,1.1,-1
CC(Oc1ccccc1Br)C(=O)N1CCc2ccccc21 (centres undefined),16,-1,8,-9,-3,1,-1.5,2
COc1cccc(C(=O)NNC(=O)c2ccc(NS(=O)(=O)c3cccs3)cc2)c1OC,7,-8,-5,-10,5,0,0.5,-1
COc1ccc(NC(=O)/C(C#N)=C\c2ccc(-c3cccc(C(=O)O)c3C)o2)cc1,-4,7,-10,3,22,-12,0.1,23
Cc1ccc(N(CC(=O)NCc2ccco2)S(=O)(=O)c2ccccc2)cc1,8,-2,11,10,2,2,1.4,-1
C[N+]1(C)CCC(=C2c3ccccc3CC(=O)c3sccc32)CC1,2,28,11,-3,-7,2,1.0,52*
CCOC(=O)c1c(NC(=O)CN2CCN(C(=O)c3ccco3)CC2)sc2c1CCCC2,10,-2,4,-1,3,0,-0.7,1
Cc1ccc(C(=O)NCC(=O)NCC(c2ccco2)N2CCCCC2)cc1C (centres undefined),2,-2,0,-7,-2,0,0.9,-2
O=C(COC(=O)c1ccc(Br)o1)NC1CCCc2ccccc21 (centres undefined),7,-11,-32,-9,7,-4,-0.4,-6
Cc1ccc(C(=O)n2c(-c3ccccc3)cnc2SCC(=O)Nc2ccc(C)cc2C)cc1,4,-2,1,14,9,3,3.3,0
C[C@H](NC(=O)c1nc[nH]c1C(=O)N(C)Cc1ccccc1)C(=O)OC(C)(C)C,7,-13,26,0,-5,1,-0.4,-9
CC(OC(=O)c1cnc2ccccc2n1)c1ccccc1Cl (centres undefined),26,-3,9,8,3,-1,0.5,1
COc1cccc(CNC(=O)C2CCCN(S(C)(=O)=O)C2)c1 (centres undefined),12,-7,0,-2,5,0,0.1,-1
CCOC(=O)C(C)c1nn(C)c(=O)c2ccccc12 (centres undefined),-6,2,3,1,-2,-1,18,4
O=C(/C=C/c1cccs1)Nc1ccc([N+](=O)[O-])cc1,22,-6,-16,11,3,26*,81*,-2
Cc1cc(NC(=O)CCCC(=O)OCC(F)(F)C(F)F)cc(C)c1C(=O)O,-5,-6,-7,-5,-18,0,0.2,-5
O=C(CCNC(=O)C1CCN(S(=O)(=O)c2ccc(F)cc2)CC1)NCc1ccccc1Cl,-9,6,-25,1,-2,-3,-0.4,3
COc1cc(OC)c(C(=O)N2CCN(c3ccccn3)CC2)cc1OC,-8,-5,32,-7,0,-2,0.5,-3
Clc1ccc(CSc2nnc(-c3ccc4c(c3)OCO4)o2)cc1,-4,-6,0,-3,2,0,-1.9,-6
Cc1nn(C)cc1-c1n[nH]c(=S)n1-c1ccc(F)cc1,-3,30,4,-3,-6,1,0.3,3
O=C1CCc2cc(S(=O)(=O)N3CCCCC3)cc3c2N1CCC3,-2,-12,-14,-10,3,2,-0.1,4
CC(=O)c1c(N2CCN(c3ccccn3)CC2)nc(=S)n(-c2ccccc2)c1C,16,-2,16,4,-8,-1,-3.0,0
O=C(COc1ccc(S(=O)(=O)N2CCOCC2)cc1)NCc1ccccc1,7,-3,1,0,-5,-1,0.0,0
Cn1c(N)cc(=O)n(Cc2ccccc2)c1=O,19,-10,12,5,-2,1,-2.4,-5
OC(Cn1cncn1)(c1ccccc1)c1ccccc1,-2,2,5,-4,-2,1,-0.8,0
CCCCc1nc2sc3c(=O)[nH]cnc3c2c2c1CCCC2,0,-4,13,-5,-11,1,1.4,-1
COc1ccc(C(=O)NCC2COc3ccccc3O2)cc1S(=O)(=O)N1CCOCC1 (centres undefined),3,-6,-11,-16,4,-1,-0.8,-2
CCC(CC)C(=O)c1c[nH]c(C(=O)NCc2cccnc2)c1,-6,-5,-10,11,-1,0,-1.9,4
CC(Sc1nnnn1C)C(=O)NC1CCCC1 (centres undefined),-3,-2,6,-9,14,2,-1.0,1
CCOC(=O)c1nc(NCc2ccccc2C)c2ccccc2n1,2,-3,4,-3,10,-1,1.9,0

# Some of these compounds in order of the A3G deaminase value, largest number first:
Molecule | A3G deaminase
Cc1nn(C)cc1-c1n[nH]c(=S)n1-c1ccc(F)cc1 | 30
CC(Sc1nnnn1C)C(=O)NC1CCCC1 (centres undefined) | -2
CCOC(=O)c1nc(NCc2ccccc2C)c2ccccc2n1 | -3
Clc1ccc(CSc2nnc(-c3ccc4c(c3)OCO4)o2)cc1 | -6

# (listing goes on)
SMILES,CCR6 antagonist,A3G deaminase,Gli-Sufu antag,EBI2 block,CXCR6 block,NR3A LBD binder,MPTP block,A3A deaminase
CCOC(=O)N/N=C\c1ccc(OC(=O)c2ccc3c(c2)OCO3)cc1,-2,-3,0,-21,4,1,-1.6,1
COc1ccccc1NC(=O)CCC(=O)N(Cc1ccc(OC)c(OC)c1)c1nccs1,10,-10,-3,-3,3,-2,0.8,2
COc1cc(C(=O)N/N=C/c2ccc(OC)c(CN3CCN(c4ccc(F)cc4)CC3)c2)ccc1O,8,-8,30,5,2,-10,0.2,-2
C=CCN(c1ccccc1OC)S(=O)(=O)c1cccc(C(=O)OCC(=O)c2c[nH]c3ccccc23)c1,12,-5,8,42,-3,29*,0.5,0
CC(C)(C)NC(=O)C[C@H]1C[C@H](C(=O)N2CCCCC2)[C@@]2(CCc3ccccc3)c3[nH]c4cc(-c5ccco5)ccc4c3CCN2C1=O,15,0,6,19,9,0,-0.1,1
Cc1ccc(C2=NN=C(NC(=O)CSc3nnc4c5ccccc5n(C)c4n3)SC2)cc1,1,0,-3,-2,11,5,1.1,3
O=C(Nc1ccccn1)c1ccc(NC(=O)c2ccco2)cc1,-7,-4,-87,-1,5,-2,0.1,-1
CN(C(=O)CCN1C(=O)/C(=C/c2ccccc2)SC1=S)C1CCS(=O)(=O)C1 (centres undefined),11,-4,26,-4,-6,0,9.7,-6
CCCN1CCC(NCc2cn(C)nc2-c2ccc(Oc3ccccc3)cc2)CC1,17,-3,11,-3,10,-1,-0.5,1
O=Cc1ccc(OCC(=O)Nc2ccccc2-c2ccccc2)cc1,7,-7,-4,-1,-10,-3,3.9,-4
CNC(=O)c1ncnnc1N(C)C(=O)NCc1ccccc1,-4,-10,4,6,6,-3,-0.1,-2
COc1ccc(C(=O)Nc2ccc(Nc3ccccc3)cc2)cc1[N+](=O)[O-],14,-7,21,15,2,28*,0.6,-5
O=C(C[n+]1cccc(NC(=O)c2ccccc2)c1)c1ccccc1,-16,0,7,-12,-2,1,1.0,0
COc1cc(NC(=O)COc2ccccc2)c(OC)cc1NC(C)=O,7,-11,3,1,2,-1,0.0,-3
CCOC(=O)C1CCCN(C(=O)c2ccc(C)c(NC(=O)C3=C(C)OCCS3)c2)C1 (centres undefined),-11,-5,45,-13,-2,0,0.6,-5
CCOc1ccc(OCC)c(NC(=O)C2CCCN2S(=O)(=O)c2cccc3cccnc23)c1 (centres undefined),12,5,-3,12,6,1,-1.4,4
CCCCN(C)CCCNC(=O)c1cc(Nc2ccc(OC)c(OC)c2)nc2ccccc12,7,-6,16,0,0,-1,-0.7,-4
CCN1CCN(c2cc(C)c3cc(NC(=O)CCC(=O)N4CCN(c5ccccc5)CC4)ccc3n2)CC1,21,-2,-3,-1,-7,-2,-1.6,1
O=C(Nc1ccc(N2C(=O)c3cccc4cccc(c34)C2=O)cc1)c1ccc(N2CCCCC2)c([N+](=O)[O-])c1,9,-7,6,4,16,0,1.1,1
CCOc1ccccc1-c1nn2c(Cc3ccccc3)nnc2s1,15,0,3,13,6,-4,-0.7,3
NC(=O)c1ccc(C(F)(F)F)n(Cc2ccc(Cl)cc2)c1=O,5,3,-2,-11,-2,-10,1.2,4
COc1ccc(N(CC(=O)N2CCN(Cc3ccc4c(c3)OCO4)CC2)S(C)(=O)=O)cc1OC,-18,-5,10,4,-1,0,-0.6,0
CNc1nc(-c2ccc(Cl)cc2)cs1,-2,-3,27,-6,2,-1,4.2,-7
Cc1ccc(NC(=S)N/N=C2\CCCCC2C)cc1 (centres undefined),5,-7,-12,3,4,0,-0.3,-1
CC[C@H]1OC(=O)[C@H](C)[C@@H](O[C@H]2C[C@@](C)(OC)[C@@H](O)[C@H](C)O2)[C@H](C)[C@@H](O[C@@H]2O[C@H](C)C[C@H](N(C)C)[C@H]2O)[C@](C)(OC)C[C@@H](C)C(=O)[C@H](C)[C@@H](O)[C@]1(C)O,-12,-2,11,1,1,0,4.2,0
CC(=O)COc1ccccc1OC(=O)c1ccco1,6,-5,-1,-12,1,-1,1.1,-2
CCC(=O)c1cn(CC(=O)OC)c2ccccc12,-9,-8,-3,7,4,-1,-1.6,-15
CC(=O)NC(N(C#N)c1nc(Cl)nc(N(C)C)n1)C(Cl)(Cl)Cl (centres undefined),-6,-8,3,-2,4,1,2.3,-4
C=C1CC[C@@H]2[C@](C)(CO)[C@H](O)CC[C@@]2(C)[C@@H]1C/C=C1/C(=O)OCC1O (some centres undefined),11,/,6,-5,-10,-2,-2.3,/
CC1CCN(CC(=O)Nc2ccc(Cl)cc2[N+](=O)[O-])CC1,-6,-8,1,0,-12,5,-0.8,1
Cc1cc(C)nc(SCC(=O)N/N=C/c2cccc([N+](=O)[O-])c2)n1,-3,2,3,-4,6,0,2.3,-1
COc1ccc(Cl)cc1NC(=O)CSc1nnc(COc2ccccc2)n1C,22,2,-3,3,-1,-1,0.1,1
N=c1n(Cc2ccccc2)c2ccccc2n1CC(O)COc1ccc(Cl)cc1Cl (centres undefined),1,-5,56*,-1,-2,-1,74*,-2
COc1ccc(Sc2nc(-c3ccccn3)ncc2OC)cc1,11,-7,6,2,17,-4,-1.2,-5
COc1ccc(C(=O)NCC(=O)N/N=C/c2c(C)[nH]c3ccccc23)cc1,-7,6,-7,-5,3,3,-2.8,0
CN1C(=O)S/C(=C/c2cccn2-c2cccc(C(=O)O)c2)C1=O,10,/,0,14,9,4,-1.1,/
CN(C(=O)COc1ccc(Cl)cc1Br)C1CCCCC1,16,-6,-25,10,2,-1,3.0,3
COc1ccc(NC(=O)c2ccc3c(c2)CCN3S(=O)(=O)c2ccccc2)c(OC)c1,3,-7,2,11,15,3,0.2,-2
COC(=O)CSc1nc2c(c(=O)[nH]c(=O)n2C)n1CCC(C)C,-4,-3,-6,-3,1,0,0.5,5
CCOC(=O)c1c(NC(=O)CCl)sc(CN(C)C)c1-c1ccccc1,6,-5,12,9,14,-1,-1.0,4
Cc1ccccc1N1CCN(CCCCN2C(=O)C3CCCN3C2=O)CC1 (centres undefined),2,-5,4,-11,9,-6,-0.6,-1
Cc1occc1C(=O)N/N=C/c1ccc(N(C)C)cc1,-4,-8,-36,6,5,1,1.0,0
CCc1ccccc1NC(=O)CN1CCN(C(=O)CNC(=O)c2ccccc2F)CC1,10,-9,6,3,2,1,-1.0,-1
CCCNc1nc(Cl)nc(NC(C)(C)C)n1,1,-10,0,2,-1,-1,-0.4,-6

# Source: PubChem BioAssay (Sanford-Burnham Center for Chemical Genomics)
